V-ATPase pHluor – yeast V-ATPase proton transport regulation by pHLuorin | S. cerevisiae, pHLuorin cytosolic pH fluorescence | response, % at 10 µM | actives 0.37% (n = 350,000) | AID 504577; in the data active = response mostly above about 7.3%, no sharp cut-off; inactive = mostly below about 5.4%; note: actives read high; inactives centre near 0; some compounds called inactive have numbers as strong as hits; reference of the scale not given here
RTF Ca sens act – increases calcium sensitivity of human cardiac regulated thin filaments. P19429+P45379. IANBD-labeled TnC RTF fluorescence at EC20 calcium; 0% EC20 calcium, 100% full calcium. activation, % at 7.2 µM. actives 0.24% (n = 340,000);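 active = activation above the mean over all tested compounds plus 3 SD, cut at about 30% in these data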;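 note: rise in fluorescence read as greater calcium sensitivity of cardiac thin filaments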
Keap1-Nrf2 PPI – inhibitors of human Keap1-Nrf2 protein-protein interaction | Q14145 | Keap1 Kelch-Nrf2 peptide fluorescence polarization, 1536-well | inhibition, % at 9.4 µM | actives 0.15% (n = 340,000) | AID 504523; in the data active = inhibition above about 12%;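 note: human Keap1 Kelch domain with fluorescein labeled Nrf2 9mer peptide probe; 0% = neutral control wells and 100% = peptide positive control; higher means more block of Keap1 binding to Nrf2 peptide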
CAL PDZ FP – blocks peptide binding to the human CAL PDZ domain; actives 0.92% (n = 300,000); AID 602252; inhibition, % at 24.9 µM; purified CAL PDZ, TMR-peptide fluorescence polarization, 1 h;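 active = mean inhibition of at least 30% with at least half of replicates also reaching 30%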;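 note: 0% = DMSO neutral control and 100% = excess unlabeled competitor peptide PRC23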
HTR5A inv ag – inverse agonist of human HTR5A in OPRM1-OPRD1 counter-screen; AID 504634; HTR5A cell line, luminescence, inverse agonism; actives 0.083% (n = 340,000); P47898; inhibition, % at 9.3 µM; in the data active = inhibition mostly above about 23%, no sharp cut-off; inactive = mostly below about 18%;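 note: 0% = cells with DMSO and 100% = no-cell wells with DMSO; some compounds called inactive have numbers as strong as hits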
MOR-DOR inv ag – mu-delta opioid heterodimer inverse agonism | P35372+P41143 | cell-based MOR-DOR heterodimer luminescence | inhibition, % at 9.3 µM | actives 0.21% (n = 340,000) | AID 504357; in the data active = inhibition above about 22%, passing the limit was not always enough;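 note: 0% = cells with DMSO and 100% = wells without cells with DMSO; values of inactives mirror those of a sister screen read the other way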
Target sequence (P35372 whole entry, looked up): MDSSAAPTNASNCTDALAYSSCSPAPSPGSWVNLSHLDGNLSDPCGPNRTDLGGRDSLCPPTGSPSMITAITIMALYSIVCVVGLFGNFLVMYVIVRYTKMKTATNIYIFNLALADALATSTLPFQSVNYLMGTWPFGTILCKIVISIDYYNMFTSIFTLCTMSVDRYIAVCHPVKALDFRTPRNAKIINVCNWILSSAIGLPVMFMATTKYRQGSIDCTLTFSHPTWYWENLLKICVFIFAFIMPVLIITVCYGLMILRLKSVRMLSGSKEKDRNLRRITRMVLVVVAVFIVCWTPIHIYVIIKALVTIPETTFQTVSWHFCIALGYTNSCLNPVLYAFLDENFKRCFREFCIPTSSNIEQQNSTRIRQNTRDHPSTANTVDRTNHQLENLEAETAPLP
Target sequence (P41143 whole entry, looked up): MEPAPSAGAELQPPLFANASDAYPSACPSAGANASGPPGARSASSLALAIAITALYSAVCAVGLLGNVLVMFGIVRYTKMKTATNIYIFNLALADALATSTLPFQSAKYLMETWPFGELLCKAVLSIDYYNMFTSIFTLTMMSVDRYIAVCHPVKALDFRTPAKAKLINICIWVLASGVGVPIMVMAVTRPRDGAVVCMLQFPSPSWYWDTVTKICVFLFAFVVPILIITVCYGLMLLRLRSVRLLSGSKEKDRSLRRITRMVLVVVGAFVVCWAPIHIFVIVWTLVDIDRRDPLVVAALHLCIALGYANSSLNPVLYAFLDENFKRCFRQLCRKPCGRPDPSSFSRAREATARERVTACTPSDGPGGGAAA
RTF Ca sens inh – cardiac RTF calcium desensitization. IANBD-labeled cardiac RTF, Ca2+ fluorescence. actives 0.12% (n = 340,000). AID 493244. inhibition, % at 7.15 µM;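 active = inhibition above the mean inhibition of all tested compounds plus 3 SD, cut at about 17% in these data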;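 note: assay run at fixed EC70 calcium of 1.6 mM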
C-LANA FP – KSHV C-LANA DNA binding inhibition; MBP-C-LANA/FAM-LBS DNA binding, fluorescence polarization; inhibition, % at 9 µM; actives 0.078% (n = 340,000);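 active = highest replicate inhibition at or above 60% at 9 µM, even if other replicates fall short; inactive = all replicates below 60% inhibition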;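 note: 0% = neutral control wells and 100% = 4 µM acridine orange control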
MOR-DOR ag – agonists of human mu-delta opioid receptor heterodimerization; cells, OPRM1-OPRD1 heterodimerization, luminescence; activation, % at 9.3 µM; actives 0.3% (n = 340,000); AID 504326; in the data active = activation above about 18%;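 note: 0% = vehicle-treated cells and 100% = reference agonist; values of inactives mirror those of a sister screen read the other way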
HTR5A ag ctr – HTR5A agonism, opioid heterodimer counter-screen | HTR5A agonist assay, luminescence, cell-based | activation, % at 9.3 µM | actives 0.61% (n = 340,000) | AID 504692; in the data active = activation mostly above about 9.5%, no sharp cut-off; inactive = mostly below about 7.6%;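 note: 0% = cells with vehicle only and 100% = reference agonist; strong numbers were not always called active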
Numbers without * were called inactive; nt = no result given.

SMILES | V-ATPase pHluor | RTF Ca sens act | Keap1-Nrf2 PPI | CAL PDZ FP | HTR5A inv ag | MOR-DOR inv ag | RTF Ca sens inh | C-LANA FP | MOR-DOR ag | HTR5A ag ctr
COc1ccccc1/C=C/C=N/NC(=O)CN1CCN(Cc2ccccc2)CC1 | 4 | -1 | -4 | 0 | 4 | 9 | 2 | 3.1 | -1.8 | -2
COc1ccccc1CNC(=O)Cn1ccsc1=N | -1 | -6 | -3 | 4 | 1 | -1 | -1 | 0.1 | 0.2 | 1
COc1cc(C2=NOC(C(=O)NC3CCCCC3)C2)cc(OC)c1OC (stereo not drawn) | 1 | -3 | 3 | 3 | -9 | 11 | -1 | 1.6 | -2.0 | -5
Cc1ccc(C(=O)NCCCN2CCOCC2)cc1S(=O)(=O)N1CCOCC1 | 1 | -3 | 1 | 15 | 16 | 10 | -8 | 1.4 | -2.5 | -6
O=C1CC(=C2c3ccccc3-c3ccccc32)C(=O)N1CCN1CCN(c2cccc(Cl)c2)CC1 | 4 | -3 | 1 | 5 | 2 | -2 | 2 | 0.1 | 0.4 | -3
C=CCNc1nc2ccccc2c(=O)[nH]1 | 0 | -5 | -2 | 9 | -8 | 8 | 2 | 2.3 | -1.7 | 2
O=C(NCc1ccncc1)C(=O)NCC(c1ccco1)N1CCN(c2ccccc2F)CC1 (stereo not drawn) | 1 | 0 | -1 | 1 | -2 | 22 | -4 | -2.2 | -4.1 | -1
CCOC(=O)c1cnc(-c2ccccc2)nc1N1CCOCC1 | 9 | 8 | -4 | 5 | -14 | 6 | -8 | 0.0 | -1.3 | 2
O=C(Nc1ccc(C(=O)N2CCCC2)cc1)Nc1ccc(Cl)cc1Cl | 1 | 4 | 0 | -2 | -19 | 4 | -6 | 1.0 | -0.6 | -1
CCN1C(=O)C2(/C(=C(\O)c3ccc4c(c3)OCCO4)C(=O)C(=O)N2CCCOC)c2ccccc21 (stereo not drawn) | 10 | -7 | -3 | -3 | -6 | -15 | -5 | -0.8 | 2.9 | 2
CC1CCc2sc3nc(NCc4ccco4)n4ncnc4c3c2C1 (stereo not drawn) | -2 | -4 | -2 | -4 | 3 | -10 | 1 | 2.7 | 2.5 | 7
O=C(OCC1OC2C(Oc3nc(=O)ccn32)C1O)c1ccccc1 (stereo not drawn) | -2 | -4 | 2 | -4 | -22 | 6 | -12 | 1.2 | -1.0 | -2
COc1ccccc1/C=N/NC(=O)C(C)Cn1cnc2ccccc21 (stereo not drawn) | -1 | -5 | 5 | 7 | 4 | 11 | 0 | 0.4 | -1.5 | -1
CCOC(=O)c1n[nH]n(-c2cc(Cl)cc(Cl)c2)c1=O | 0 | 1 | -5 | -8 | 3 | 5 | -7 | 0.6 | -1.0 | -4
COc1ccccc1N1CCN(C2CCCCC2NS(=O)(=O)c2ccc(Cl)cc2)CC1 (stereo not drawn) | -3 | -4 | -3 | -4 | -7 | 1 | -10 | 0.9 | -0.3 | 2
Cc1cccc(C(=O)OCC(=O)NCc2ccc3c(c2)OCO3)c1C | -5 | 6 | -1 | nt | 4 | 1 | 1 | -1.2 | -0.2 | -1
COc1ccc(OC(=O)/C=C/c2ccc([N+](=O)[O-])cc2)cc1 | 0 | 4 | -3 | 0 | 1 | -8 | -2 | 3.0 | 1.8 | 0
CCn1c(=S)[nH]c2c(=O)n(C)c(=O)n(C)c21 | -5 | -1 | 2 | -6 | 3 | -7 | 6 | -1.5 | 1.4 | -1
COc1ccc(S(=O)(=O)N2CC(O)C[C@H]2C(=O)OCC(=O)N2CCCCCC2)cc1 (stereo partly drawn) | 2 | 9 | 1 | -1 | -19 | 9 | -4 | -1.1 | -1.8 | 0
Cc1occc1C(=O)Nc1cccnc1 | 2 | 8 | -4 | 1 | 18 | 0 | 0 | 0.1 | 0.1 | -7
Cc1nnc(SCC(=O)NC2CCCCC2)s1 | -2 | 10 | -3 | -4 | 12 | 1 | -19 | 0.8 | -0.2 | 4
O=C(O)CSc1nccc2ccccc12 | 1 | 6 | -8 | 0 | 9 | 14 | -4 | 0.8 | -2.7 | -3
Cc1ccccc1NC(=O)Nc1ccc2c(c1)OCO2 | -5 | 0 | -4 | -3 | 12 | 7 | -3 | -0.7 | -1.4 | -5
CC12CCC(C(=O)N/N=C/c3ccc(O)cc3)(OC1=O)C2(C)C (stereo not drawn) | 3 | -4 | 5 | -1 | 1 | 8 | 4 | 0.9 | -1.5 | 0
O=C(c1ccco1)N1CCN(C(=O)c2ccccc2OCc2ccc(Cl)cc2)CC1 | 4 | 4 | -7 | -1 | -1 | 17 | 13 | -1.4 | -3.0 | 0
FC(F)Oc1ccc(NC(=S)N2CCN(Cc3ccccc3)CC2)cc1 | -1 | 13 | -9 | 4 | -3 | 10 | -8 | 1.5 | -2.0 | 3
CC(C)(C)n1nnnc1C(c1ccncc1)N1CCN(c2ccc(O)cc2)CC1 (stereo not drawn) | -1 | 5 | -5 | -1 | 7 | -22 | -7 | 0.4 | 3.8 | 5
COc1ccc(C2/C(=C(/O)c3ccccc3)C(=O)C(=O)N2c2ccccn2)cc1 (stereo not drawn) | 1 | 2 | -4 | 5 | 0 | 14 | -2 | 0.4 | -2.8 | 0
COc1ccc(C(CC(=O)c2ccccc2)CC(=O)c2ccccc2)cc1 | -2 | 7 | 0 | -2 | 16 | -8 | -9 | 0.5 | 1.6 | -1
Cc1ccc(SCC(=O)c2cc(C)c(OC(=S)N(C)C)c(C)c2)cc1 | 1 | 4 | -4 | -4 | -30 | 10 | -1 | -0.8 | -1.8 | 2
CC1(C)CC(=O)C2=C(C1)Oc1ncn(CCO)c(=N)c1C2c1ccccc1 (stereo not drawn) | -3 | 1 | 6 | -2 | -9 | 8 | -10 | 0.3 | -1.4 | 3
O=C(CS(=O)(=O)Cc1ccccc1)Nc1ccc(S(=O)(=O)N2CCOCC2)cc1 | 1 | -10 | 0 | -4 | 5 | 17 | -7 | -0.3 | -3.2 | -1
OC1CCCN(C(=S)NCc2ccccc2)C1 (stereo not drawn) | -3 | 1 | -5 | nt | 0 | 2 | 2 | -1.5 | -0.5 | -3
O=C(NCC(c1cccnc1)N1CCOCC1)C1CCCCC1 (stereo not drawn) | -1 | 2 | 2 | 4 | -9 | 11 | -3 | -0.3 | -2.0 | -1
Cn1cccc1CC(=O)NNC(=S)Nc1ccc(Cl)cc1 | 3 | 1 | 2 | 2 | 9 | -7 | -7 | -0.8 | 1.0 | -3
CCC/C(C#CCCN1C(=O)c2ccccc2C1=O)=C1/c2ccccc2C(=O)N1c1ccccc1 | 3 | 15 | -7 | -4 | 3 | 16 | 0 | -1.4 | -2.9 | -3
Cc1cc(C)n(CC2CC(=O)N(c3ccc(Cl)cc3)C2=O)n1 (stereo not drawn) | 3 | 8 | 5 | -18 | -37 | -7 | 0 | -2.2 | 1.4 | 10
COc1ccccc1NS(=O)(=O)c1ccc(NC(=O)CCNC(=O)c2ccco2)cc1 | -6 | -3 | -3 | -5 | -18 | 3 | -19 | -2.9 | -0.4 | 7
CCOc1ccccc1C(=O)N[C@H](C(=O)NNC(=O)c1cccs1)C(C)C | 2 | -5 | -2 | nt | -11 | 6 | 6 | 0.7 | -1.5 | 4
O=C(CN1CCN(Cc2ccccc2Cl)C1=O)NCC1CCCO1 (stereo not drawn) | -1 | 3 | -4 | nt | -5 | 7 | -6 | 0.8 | -1.1 | 2
COc1ccc(/C=C(\C#N)C(=O)N2COCC2(C)C)cc1 | -1 | -2 | 0 | 0 | -22 | 18 | -7 | 1.3 | -3.5 | 6
Cn1c(SCc2ccc(F)cc2)nnc1-c1ccncc1 | 1 | -1 | -3 | 0 | -23 | 14 | -2 | -0.1 | -2.9 | 6
CCCCCCCCOC(=O)c1nc(Cl)c(Cl)c(N)c1Cl | 10 | -1 | -4 | -3 | -17 | -1 | 4 | 0.5 | 0.2 | 2
C=CCN1C(=O)N(/C=C/C)c2cccc3cccc1c23 | -1 | 3 | 0 | -4 | 3 | -19 | 3 | -0.5 | 3.6 | 2
O=c1cc[nH]c2ccc([N+](=O)[O-])cc12 | 0 | -1 | 0 | 1 | -2 | -2 | -6 | 2.1 | 0.5 | -2
Cc1ccc(-c2nnc(NC(=O)c3ccc([N+](=O)[O-])o3)o2)c(C)c1 | 1 | 0 | -1 | -2 | 0 | -2 | -8 | 0.7 | 0.4 | 2
COc1ccc(Cn2c(C)nc3c(c2=O)c2nc4ccccc4nc2n3Cc2ccco2)cc1 | 3 | -4 | -7 | -2 | -12 | -7 | 4 | -1.3 | 1.4 | 2
CC(C)N1CCC(=NNc2ccc(S(=O)(=O)N3CCOCC3)cc2[N+](=O)[O-])CC1 | 1 | -2 | -3 | -3 | -4 | -1 | 1 | -0.7 | 0.2 | 1
CN(C)C(=O)c1ccc2c3c(cccc13)CC2 | 1 | 0 | 4 | -7 | 8 | -11 | -4 | -1.5 | 1.5 | -3
CCn1c(=O)n(CC)c2cc(N3CCCC3)c(NC(=O)c3cc(Cl)ccc3OC)cc21 | 6 | -3 | 2 | 6 | -5 | 4 | 0 | -0.8 | -0.8 | -2
CCn1ncc(Br)c1C(=O)Nc1cc(C(=O)OC)ccc1C(=O)OC | 2 | 0 | 0 | -2 | -20 | 22 | -3 | -0.3 | -4.6 | 8
CCOc1ccc(N(CC(=O)NC2CCCC2)C(=O)c2ccc(C)s2)cc1 | 0 | -1 | -2 | -2 | 0 | 10 | -10 | -1.2 | -1.2 | 0
O=C(CSCc1cccc(F)c1)N1CCN(c2ccccc2)CC1 | -4 | 1 | -4 | nt | 1 | 4 | -9 | -1.6 | -0.7 | 2
Cc1c(S(=O)(=O)N2CCN(c3ccccc3)CC2)c(=O)n(C)c(=O)n1C | -2 | 2 | 1 | -7 | 6 | 8 | 1 | -0.2 | -1.5 | 0
CC(C)(C)NC(=O)NC(=O)CSc1nnc2ccccn12 | 2 | 3 | -5 | -1 | 19 | 12 | -8 | 0.1 | -2.2 | -8
Cc1ccc[n+](-c2nc3ccccc3nc2[N-]S(=O)(=O)c2ccccc2)c1 | 0 | 16 | -6 | -2 | -11 | 2 | -9 | 2.3 | -0.4 | 4
Cc1cccc(NC(=O)Cn2c(=O)n3nc(CCn4nc(C)cc4C)nc3c3ccccc32)c1 | 3 | -7 | -3 | -2 | -17 | 9 | -5 | -0.3 | -1.6 | -1
CCOC(=O)c1c(NC(=O)Nc2cccc(Cl)c2)sc(C)c1C | -5 | 0 | 6 | -3 | -6 | -6 | -10 | -1.9 | 1.2 | 2
COc1ccc(NC(=O)[C@@H](NC(=O)c2ccccc2F)C(C)C)cc1S(=O)(=O)N1CCOCC1 | 0 | -4 | 1 | -1 | 15 | 13 | 2 | -0.7 | -2.5 | -6
CC(=O)N1c2ccc(S(=O)(=O)NCCC(=O)NC3CCCC(C)C3C)cc2CC1C (stereo not drawn) | -2 | 2 | 0 | 2 | -10 | -12 | 0 | 0.4 | 2.3 | -1
